# IkB sig inh: suppresses IkB signaling in ABC-DLBCL reporter cells; ABC-DLBCL IkBa-CBG/CBR dual luciferase ratio, 4 h; response scale: scaled: untreated 0%, proteasome inhibitor 100%; Potency, µM (doses to about 57.1 µM), without a hit: at the top dose IkBa stabilization activation; 0.04% of 110,000 active; active = well fitted curve in the direction sought with a large enough effect in the signal ratio, not every such curve was filed as active; inconclusive = small, poorly fitted or top-dose-only effect, or a change in a side signal; the % refers to the signal ratio;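 also: the direction sought is a rising ratio; 0% = basal untreated cells and 100% = reference inhibitor full response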
#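 Luminescence ratio of IκBα-fused green versus native red beetle luciferase in OCI-Ly3 cells, 4 h post-doxycycline with compound; red signal alone, scaled from basal (0%) to zero light (-100%), flagged nonspecific or cytotoxic effects.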
# p53ts 39C tox: cytotoxicity in p53ts cells at nonpermissive temperature; AID 902; H1299-p53A138V viability at 39C, ATP luminescence, 24 h; 1.5% of 130,000 active; Potency, µM (doses to about 46.1 µM), for the others: at the highest dose activity change, negative = cell killing, most hits filed as cytotoxic; also: nearly all actives have a fitted effect of over 55% in size
# p53ts 32C kill: cytotoxicity in p53ts cells at permissive temperature; Potency, µM (top dose mostly 46.1 µM), without a hit: at the top dose activity change, negative = cytotoxicity, hits mostly cytotoxic; 0.93% of 130,000 active; H1299-p53A138V at 32C, ATP luminescence viability, 24 h;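 also: 0% = DMSO and -100% = full killing by reference compound; nearly all actives have a fitted effect of over 55% in size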
#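 Cells: H1299 p53ts (A138V), 600/well, pre-incubated 16–30 h at 37C. Cpd up to 46 uM, 24 h, 32C. Readout: ATPlite luminescence, 20 min RT. Normalization: DMSO vs tamoxifen 100 uM. AC50 by Hill equation.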
# Imprint erasure: induces erasure of genomic imprints in mouse ES cells; mouse ES Peg3-LacZ reporter, beta-gal luminescence, 40 h; 0.02% of 110,000 active; AID 1948; Potency, µM (highest dose often 60.7 µM), without a hit: top-dose activity change, positive = activation, actives largely listed as activators;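 also: 0% = negative control wells on the plate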
#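 Readout: BetaGlo luminescence (5 min, room temp) for LacZ from the normally silent maternal Peg3 allele in female Peg3LacZ-Neo ES cells. Cells 300/well, 40 h, 37C, 5% CO2. Data normalized per plate to negative controls.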
# Numbers without * were called inactive; ? = inconclusive; . = no result given; [ ] = another dose, or the depositor's remark. Unless noted, calls follow the shape of the dose curve; as a rule, active = well fitted curve in the direction sought with a large enough effect; inconclusive = small, poorly fitted or top-dose-only effect, or another doubt; inactive = no such curve, though single readings can be large; an effect the other way counts as inactive or inconclusive. Unless noted, % is scaled to controls: 0 for no effect and ±100 for the full control effect; potency is read from the fitted curve at half-maximal effect. The order is random. Share with any hit: about 1.8%.
SMILES,IkB sig inh,p53ts 39C tox,p53ts 32C kill,Imprint erasure
O=C(CSc1nnc2[nH]c(=O)cc(-c3ccccc3)n12)Nc1ccc(OC(F)(F)F)cc1,2.3%,?,7%,-4%[10.9 µM]
N=c1c(C(=O)NCc2ccc(F)cc2)cc2c(=O)n3ccccc3nc2n1Cc1ccco1,2.7%,9%,-12%,-6%
CCN(CCNC(=O)C1CCCN(Cc2nc(-c3ccc(OC)cc3)oc2C)C1)c1ccccc1 (configuration not stated),?,-18%,-6%,-34%[inhibitor]
Cc1sc2nc(CN3CCN(S(=O)(=O)c4cccc5nonc45)CC3)[nH]c(=O)c2c1C,-1.8%,4%,8%,-4%
Cc1ccc(-c2c(CN3CCN(c4cc(C)ccc4C)CC3)csc2C)cc1,-3.4%,?,-11%,-17%[10.9 µM]
O=C(CCCn1c(SCC(=O)NCC2CCCO2)nc2ccccc2c1=O)NCC1CCCO1 (configuration not stated),-0.4%,-3%,-2%,-9%
COc1ccc(OCCSc2ncnc3nc[nH]c23)cc1,0.3%,-22%,-27%,-40%[inhibitor]
CC(C)c1ccc2oc(=O)cc(CN3CCN(c4ccc(F)cc4)CC3)c2c1,?,10%,-1%,-18%
Cc1ccc(/C=C/C(=O)c2ccc(C)cc2)cc1,.,11%,2%,.
CCOc1ccc(NC(=O)c2ccc3[nH]c(C)cc(=O)c3c2)cc1,-1.5%,6%,7%,-15%[10.9 µM]
Cn1c(SCc2ccccc2F)nnc1-c1cnccn1,-1.1%,-2%,-6%,-48%[inhibitor]
CC(=O)Nc1cccc(Oc2cc(C#N)c(C#N)cc2N2CCOCC2)c1,-0.1%,-1%,5%,10%
CCc1ccc(-c2cn3nc(CC)sc3n2)cc1,73%,6.3µM*,13µM*,-12%[10.9 µM]
COc1ccccc1-c1cncnc1Nc1ccccc1,1.9%[11.4 µM],13%,6%,-8%
CCCCn1c(N2CCC(Cc3ccccc3)CC2)nc2c1c(=O)[nH]c(=O)n2C,?,?,20%,-40%[inhibitor]
Cc1ccccc1CN1CCN(CC(=O)NCCCN2CCN(c3ccc(F)cc3)CC2)C1=O,1.8%,-16%,-12%,-18%
Cn1c2ccccc2c2c(C(=O)N3CCN(c4cccc(C(F)(F)F)c4)CC3)cn(C3CCCCC3)c(=O)c21,3.0%,6%,23%,13%[10.9 µM]
COc1ccccc1N1CCN(C(=O)COc2ccc(Cl)cc2)CC1,4.2%,-11%,-3%,7%
CCOc1ccc(-n2c(=O)c3c(C)c(C)sc3n(CC(=O)N(CC)Cc3ccccc3)c2=O)cc1,2.1%,12%,19%,3%[10.9 µM]
COc1ccc(S(=O)(=O)N(CC(=O)NC2CC2)c2ccc(C)cc2)cc1OC,-0.1%,16%,2%,7%
CCOc1cc(C2c3c(-c4cc(C)ccc4O)n[nH]c3C(=O)N2CCCOC(C)C)ccc1O (configuration not stated),-3.9%,4%,35%[activator],11%[10.9 µM]
CCOCCCNC(=O)C1CCCN(c2ncnc3onc(C)c23)C1 (configuration not stated),-0.7%,8%,-5%,4%[10.9 µM]
CCOc1ccccc1N1CCN(c2nc(N)c(C#N)c(CC#N)c2C#N)CC1,?,18%,-9%,-29%
OC(CCN1CCCC1)(c1ccccc1)C1CCCCC1 (configuration not stated),.,-14%,2%,-29%
O=C(Cn1nnc(-c2ccccc2)n1)NCc1ccccc1,-0.8%,7%,0%,-13%
COc1ccc(-c2cc(OC)c3c(C)oc(C)c3c(=O)c2)cc1OC,?,-8%,11%,3%
COC(=O)c1[nH]c2ccc(F)cc2c1NC(=O)C1=COCCO1,0.3%,2%,-3%,3%
N#C/C(=C(/O)COC(=O)CCC1CCCCC1)c1nc2ccccc2[nH]1,?,-8%,2%,-4%
CCCOc1ccc(C2C(C(=O)c3ccc(C)o3)=C(O)C(=O)N2CCCn2ccnc2)cc1 (configuration not stated),-0.3%,11%,-3%,-12%
CCOc1ccccc1NC(=O)c1ccc2c(Cl)c3c(nc2c1)CCC3,?,4µM*,?,-12%[10.9 µM]
CCOC(=O)N1CCN(C(=O)c2ccc3c(SCC(=O)O)c4c(nc3c2)CCCC4)CC1,0.7%,0%,1%,-10%
CCOCCCNC(=O)c1cccs1,-0.5%,6%,2%,-1%
CC(=O)OCCOc1nc(N(C)C)nc(N(C)C)n1,-2.1%,-1%,-7%,6%
COC(=O)Cc1c(C)c2ccc(OCC(C)=O)c(C)c2oc1=O,-1.0%,?,?,-13%
COC(=O)c1c(NC(=O)CS(=O)(=O)c2ccc(C)cc2)sc2c1CCCC2,?,-8%,-8%,-15%[10.9 µM]
Clc1ccc2c(NCCNc3ccnc4cc(Cl)ccc34)ccnc2c1,-0.9%[11.4 µM],4%[9.22 µM],-10%[9.22 µM],-13%[10.9 µM]
COC(=O)c1c(NC(=O)CN2CCN(C(=O)c3ccco3)CC2)c2cc(C)ccc2n1C,-0.6%,-9%,0%,-11%
COCCSc1nnc(NC(=O)Cc2ccccc2OC)s1,14%,-2%,21%,-9%
COc1ccc(S(=O)(=O)Nc2cc(C)ccn2)cc1OC,-1.4%,1%,10%,0%
COc1ccc(S(=O)(=O)NCC(c2cccnc2)N2CCN(c3ccc(F)cc3)CC2)cc1C (configuration not stated),1.5%,-14%,1%,-17%
CCOc1ccc(-c2cc(C(=O)O)c3ccccc3n2)c(OCC)c1,-1.8%,?,?,-8%
CCOc1ccccc1N1C(=O)CC(Sc2ncccc2C(=O)O)C1=O (configuration not stated),-1.6%,8%,4%,2%
COc1ccc(NC(=O)c2ccc3[nH]c(C)cc(=O)c3c2)cc1,-0.9%,4%,2%,-11%[10.9 µM]
Cc1ccc(NC(=O)CSc2nc3ccc(NC(=O)CCc4ccccc4)cc3s2)cc1,1.0%,24%,-17%,-10%[10.9 µM]
N/C(=N\OC(=O)c1ccccc1Cl)c1cccnc1,.,-26%,?,.
CC(=O)c1c(C)nc(C)nc1NC(=O)C(C)C,-0.5%,3%,1%,6%
CS(=O)(=O)c1ccc(N)cc1,-0.9%,-7%,8%,-3%
CS(=O)(=O)N(CC(=O)NCC1CCCO1)c1cc(Cl)cc(Cl)c1 (configuration not stated),3.7%,-3%,-5%,1%
CCN(CC)C(=O)CSc1nnc2sc3ccccc3n12,0.7%,-7%,2%,-12%
CCOC(=O)c1ccc(NC(=O)N2CCN(Cc3cccc(F)c3)CC2)cc1,-0.9%,-6%,-4%,-37%[inhibitor]
O=C(O)C1C(c2ccccc2)C(C(=O)OCCCO)C1c1ccccc1 (configuration not stated),0.8%,4%,13%,-9%
O=C(NCc1cccs1)c1cnc2ccccn2c1=O,.,3%,-6%,.
CCOC(=O)c1c(C)oc2ncnc(Nc3cc(Cl)ccc3OC)c12,-3.9%,0%,-1%,-7%[10.9 µM]
Cc1nnc(NC(=O)CSc2nc3c([nH]c4ccccc43)c(=O)n2-c2cccc(Cl)c2)s1,?,-29%,-1%,-8%[10.9 µM]
COc1ccc(-c2nn3c(-c4ccco4)nnc3s2)cc1OC,-7.2%,3%,9%,-8%
CCCCCCOC(=O)C(C#N)c1nc2ccccc2nc1N1CCN(C)CC1 (configuration not stated),?,-15%,-29%,-40%[inhibitor]
Clc1ccc(Nc2nc(-c3ccccc3)c3cc(Cl)ccc3n2)cc1,?,24%,9%,-8%[10.9 µM]
COC(=O)[C@@]1(Cc2ccc(F)cc2)[C@H]2c3cc(C(=O)N4CCCC4)n(Cc4ccc(OC(F)(F)F)cc4)c3C[C@H]2CN1C(=O)c1ccccc1,.,10%,18%,-13%
O=C(Nc1cc2ccc(O)cc2oc1=O)c1ccc(F)cc1,40%,?,?,-35%[inhibitor][10.9 µM]
COc1ccc(CCNS(=O)(=O)c2ccc(C(=O)NCc3ccco3)cc2)cc1OC,?,-6%,0%,-3%

# Part of the list above, tab-delimited.
SMILES	IkB sig inh	p53ts 39C tox	p53ts 32C kill	Imprint erasure
CS(=O)(=O)N(CC(=O)NCC1CCCO1)c1cc(Cl)cc(Cl)c1 (configuration not stated)	3.7%	-3%	-5%	1%
CCN(CC)C(=O)CSc1nnc2sc3ccccc3n12	0.7%	-7%	2%	-12%
CCOC(=O)c1ccc(NC(=O)N2CCN(Cc3cccc(F)c3)CC2)cc1	-0.9%	-6%	-4%	-37%[inhibitor]
O=C(O)C1C(c2ccccc2)C(C(=O)OCCCO)C1c1ccccc1 (configuration not stated)	0.8%	4%	13%	-9%
O=C(NCc1cccs1)c1cnc2ccccn2c1=O	.	3%	-6%	.
CCOC(=O)c1c(C)oc2ncnc(Nc3cc(Cl)ccc3OC)c12	-3.9%	0%	-1%	-7%[10.9 µM]
Cc1nnc(NC(=O)CSc2nc3c([nH]c4ccccc43)c(=O)n2-c2cccc(Cl)c2)s1	?	-29%	-1%	-8%[10.9 µM]
COc1ccc(-c2nn3c(-c4ccco4)nnc3s2)cc1OC	-7.2%	3%	9%	-8%
CCCCCCOC(=O)C(C#N)c1nc2ccccc2nc1N1CCN(C)CC1 (configuration not stated)	?	-15%	-29%	-40%[inhibitor]
Clc1ccc(Nc2nc(-c3ccccc3)c3cc(Cl)ccc3n2)cc1	?	24%	9%	-8%[10.9 µM]
COC(=O)[C@@]1(Cc2ccc(F)cc2)[C@H]2c3cc(C(=O)N4CCCC4)n(Cc4ccc(OC(F)(F)F)cc4)c3C[C@H]2CN1C(=O)c1ccccc1	.	10%	18%	-13%
O=C(Nc1cc2ccc(O)cc2oc1=O)c1ccc(F)cc1	40%	?	?	-35%[inhibitor][10.9 µM]
COc1ccc(CCNS(=O)(=O)c2ccc(C(=O)NCc3ccco3)cc2)cc1OC	?	-6%	0%	-3%

# The list goes on.
SMILES,IkB sig inh,p53ts 39C tox,p53ts 32C kill,Imprint erasure
COc1ccccc1N1CCN(c2nc(-c3ccccc3)cc(C(F)(F)F)n2)CC1,0.1%,18%,-4%,-8%
COc1ccc2c(C)c(CCC(=O)NCCc3ccc(Cl)cc3)c(=O)oc2c1,?,-3%,-1%,-6%[10.9 µM]
CC(NC(=O)c1ccccc1Cl)c1nnc(SCC(=O)Nc2ccc(C(=O)O)cc2)n1C (configuration not stated),.,14%,0%,.
Cc1c(C(=O)NCCc2ccc(Cl)cc2)cccc1-n1cnc2cccnc21,?,-29%,-3%,0%[10.9 µM]
CCN(CCCNC(=O)c1cc(Nc2ccc(OC)cc2OC)nc2ccccc12)c1cccc(C)c1,?,1%,8%,-14%[10.9 µM]
COc1ccc(-c2cc(C(F)(F)F)n3ncc(C(=O)NCC4CCCO4)c3n2)cc1OC (configuration not stated),.,7%,9%,.
Cc1ccccc1-c1nc(CS(=O)(=O)CC(=O)Nc2cc(Cl)cc(Cl)c2)c(C)o1,?,20µM*,14%,8%[10.9 µM]
COc1ccc(-c2cn3cccnc3n2)cc1NC(=O)C1CC1,-2.0%,7%,5%,3%
COc1ccccc1NC(=O)CN1C(=O)C(C)Oc2ccccc21 (configuration not stated),0.7%,1%,0%,4%
CCS(=O)(=O)N1CCc2cc(C(=O)Nc3cc(C)cc(C)c3)ccc21,-2.5%,-9%,4%,-14%[10.9 µM]
CS(=O)(=O)c1ccc2nc(NC(=O)Oc3ccccc3)sc2c1,-3.1%,-3%,-16%,1%
Cn1c(=O)cnc2cnc(Oc3ccccc3)nc21,-3.2%[11.4 µM],3%,-2%,.
COc1ccc(-c2nc(CS(=O)(=O)CC(=O)NCCc3cc(OC)ccc3OC)c(C)o2)cc1,-1.5%,-9%,3%,-16%
Cc1ccc(C)c2sc(N3CCN(C(=O)c4ccco4)CC3)nc12,-1.2%,-16%,9%,17%[10.9 µM]
c1ccc2c(-c3nc(C4CCCCC4)no3)cc(-c3ccncc3)nc2c1,1.3%,5%,1%,-6%
Cc1nc(N(C)C)c2sc(=S)n(C)c2n1,-1.6%,-10%,-10%,0%
CCN1C(=O)c2ccccc2Sc2ccc(NC(=O)Cc3ccc(OC)c(OC)c3)cc21,1.1%,-4%,4%,-16%[10.9 µM]
CN(C)/C=C1\C(=O)c2ccc(N(C)C)nc2CC1c1ccccc1 (configuration not stated),?,15%,?,-22%
CCCCN(CC)C(=O)CSc1nc2n[nH]c(C)c2c(=N)n1-c1cccc(OC)c1,0.1%,?,2%,-4%[10.9 µM]
Cc1onc(-c2ccccc2Cl)c1C(=O)Nc1cccc(-c2nc3ncccn3c2C)c1,?,8%,20%,-16%

# Screening results deposited in PubChem by National Center for Advancing Translational Sciences (NCATS).
